Bioassay records as filed in PubChem BioAssay.
S3 lipid droplet: qHTS Assay for Lipid Storage Modulators in Drosophila S3 Cells. AID 2685. hit rate 0.64% among 320,000. Drosophila S3 cells, BODIPY lipid droplet fluorescence, 18-24 h; cells fed with added oleic acid. lipid storage change, negative = inhibition, % at the top dose, mostly 46.1 µM; hits show Potency in µM; active means well fitted inhibition curve with a large enough effect in the signal ratio, with a control signal flat, not every such curve was filed as active; inconclusive means small, poorly fitted or top-dose-only effect, or effect the other way, or a change in a side signal; the % refers to the signal ratio
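Drosophila S3 cells got compounds at several concentrations plus oleic acid (400 uM solution). Laser-scanning cytometry with 488 nm excitation read lipid droplets at 500-530 nm and cells at 575-640 nm. Percent activity was relative to 20 uM Triacsin C.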
S3 lipid droplet cell count max: recorded beside S3 lipid droplet, whose call it bears; cell number change, %; measured here: cell count max response;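 cells counted by Cell Tracker Red CMTPX staining in the red channel; peak over a dose series mostly up to 46.1 µM; percent activity relative to internal control wells on each plate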
Active calls of the source: *; i = inactive; ? = inconclusive; · = no result given; [ ] = dose if it differs, or a comment. On the % scale 0 is the no-effect control and ±100 the full control effect; potency means the concentration at half of the fitted maximal effect.

S3 lipid droplet cell count max	S3 lipid droplet	SMILES
·	?	O=C(Cc1ccccc1F)NC1CCCc2ccccc21 (stereo not given)
·	?	CCCCNC(=O)N(O)C1N(/N=C/c2ccccc2F)C(=S)SC1(C)C (stereo not given)
0.8	-7.1%	CC(C)C(NS(=O)(=O)c1ccccc1)C(=O)N1CCCC1 (stereo not given)
·	?	O=C(CSc1nnnn1-c1ccccc1)NC(=O)NCc1ccco1
·	?	COc1cccc(/C=N/NC(=O)C(=O)N2CCCC2)c1O
·	?	S=C(Nc1cc(Cl)cc(Cl)c1)NC1CCN(Cc2ccccc2)CC1
6.2	-1.9%	COCc1ccc(C(=O)N(C)CC2CCCN(CCc3ccc(Cl)cc3)C2)o1 (stereo not given)
·	?	COc1ccc(CNC(=O)CSC(=S)N2CCCC2)cc1
10.5	3.0%	CSC1=NCCN1C(=O)c1c(F)cccc1F
·	?	COc1ccc(OC)c(C(=O)NC(CC(N)=O)c2ccc(NCC3CC3)c([N+](=O)[O-])c2)c1 (stereo not given)
·	?	COc1cc2cc(C(c3nnnn3C3CCCC3)N3CCCCCC3)c(=O)[nH]c2cc1OC (stereo not given)
·	?	CC(=O)N1N=C(c2ccccc2)CC1c1ccccc1 (stereo not given)
·	?	COCCn1c(C)cc(C(=O)CSc2nc3ccccc3c(=O)[nH]2)c1C
·	?	COc1ccccc1C(c1nnnn1Cc1ccco1)N1CCN(c2cccc(C)c2C)CC1 (stereo not given)
·	?	COc1ccc(NC(=O)CSc2nnc(Cc3ccccc3)c(=O)n2N)cc1
·	?	COc1ccccc1NS(=O)(=O)c1cccc(NC(=O)Cc2cccs2)c1
·	?	Cc1cccc(NC(=O)c2cc3n(n2)C(C(F)(F)F)CC(c2ccc4c(c2)OCO4)N3)c1 (stereo not given)
24.1	i	O=C(CNCc1cccs1)Nc1ccc(N2CCCCCC2)cc1
1.5	0.6%	CCC(=O)c1ccc(N2CCCC2)c(F)c1
·	?	Cc1cc(=O)n2nc(N3CCCC(C(=O)N4CCc5ccccc54)C3)sc2n1 (stereo not given)
·	?	CC(=O)NN1C(=O)/C(=C2/Sc3ccccc3N2C)SC1=S
-1.7	-1.3%[0.0737 µM]	Cc1cc(C)n2nc(C(=O)NCC(=O)Nc3ccc(F)c(F)c3)nc2n1
-5.8	-15.9%	CC(C)NS(=O)(=O)c1ccc(NC(=O)C(C)Oc2ccc(C(=O)c3ccccc3)cc2)cc1 (stereo not given)
·	?	CC1CCCCN1C(=O)COC(=O)CNC(=O)c1ccc(Cl)cc1Cl (stereo not given)
-7.9	i	COc1ccc(-c2cc(-c3ccccc3)nc(N3CCCC3)n2)cc1OC
4.7	-13.7%	COc1ccc(NC(=O)CCOc2ccc(C)cc2)c(OC)c1
·	?	Cc1cc(N2C(=O)C(O)=C(C(=O)c3cc4ccccc4o3)C2c2cccs2)no1 (stereo not given)
-10.9	-5.9%	CCOC(=O)C1(CC2CCCCO2)CCN(Cc2cn[nH]c2-c2cccc(F)c2)CC1 (stereo not given)
4.3	23.1%	C=CCNc1nc(C(=O)OCC(=O)c2cccc(Br)c2)cs1
·	?	O=C1CC(NNC(=O)c2ccccc2)C(=O)N1 (stereo not given)
14.1	17.7%	O=C(Nc1cc(S(=O)(=O)N2CCOCC2)ccc1N1CCCC1)c1cccnc1Cl
·	?	Cc1nn(Cc2ccccc2)c2sc(C(=O)NCc3cccnc3)cc12
·	?	COCc1nnc(NC(=O)c2cccc(NC(=O)C(C)C)c2)s1
8.0	-9.7%	CC1=C(C(=O)OCC2CCCO2)C(c2ccc(C)cc2)C2=C(CC(C)(C)CC2=O)N1 (stereo not given)
5.4	i	Cc1onc(-c2c(Cl)cccc2Cl)c1C(=O)NCc1ccccn1
-16.0	3.7%	Cc1cccc(C)c1NC(=O)CSc1nnc(-c2ccco2)c(-c2ccco2)n1
·	?	CCOc1cc(-c2c(C#N)c(=O)[nH]c3c2c(C)nn3-c2ccc(F)cc2)ccc1O
9.0	9.0%	CCCCOC(=O)Nc1ccc2c(C)cc(=O)oc2c1
·	?	O=C(CN1C(=O)NC2(CCCc3ccccc32)C1=O)NC1CCCCC1 (stereo not given)
·	?	Cc1ccc(Nc2nnc(-c3ccc(N4CCOCC4)c([N+](=O)[O-])c3)c3ccccc23)cc1
20.0	1.4%	Cc1nc2sc(C(N)=O)c(N)c2c(C)c1CC(=O)c1ccccc1
·	?	CCCOP(=O)(c1ccc(N(C)C)cc1)C(O)c1ccncc1 (stereo not given)
·	-14.8%	COc1ccc(C(C)=O)cc1CN1C(=O)NC(c2ccccc2)(c2ccccc2)C1=O
10.0	13.9%	COC(=O)CCCCCN1C(=O)NC(c2ccccc2)C(C(=O)OCc2ccccc2)=C1C (stereo not given)
8.1	2.2%	O=C(O)c1ccnc(Cl)c1
·	?	Cc1cc(C(=O)Oc2ccccc2C(=O)O)c(C)o1
·	i	Fc1ccccc1CSc1ncn[nH]1
·	?	CCn1cc(C(=O)NCc2ccc(C)o2)c2cc(OC)c(OC)cc2c1=O
·	?	O=[N+]([O-])c1ccccc1NCc1c(O)ccc2ccccc12
2.1	8.8%	CN(c1ccc(C(=O)N2CCOCC2)cc1[N+](=O)[O-])C1CCCCC1

The list continues:
S3 lipid droplet cell count max	S3 lipid droplet	SMILES
·	24.8%	COC(=O)c1cc(CNC(=O)c2ccc(O)c(Cl)c2)ccc1OC
·	?	CCCC(=O)N1CCN(c2ccc(NC(=O)c3ccco3)cc2)CC1
·	?	COc1ccc(NC(=O)CNS(=O)(=O)c2ccccc2)cc1Cl
-11.6	-2.7%	CCOC(=O)c1c(S(=O)(=O)NCC2CCN(CCc3cccs3)CC2)c(C)n(C)c1C
·	?	CC(C)N1C(=S)N(Cc2ccco2)C(=O)C1CC(=O)Nc1ccccc1 (stereo not given)
-7.3	11.0%	CC(=O)Nc1ccc(S(=O)(=O)NC2CC2)cc1
13.9	9.4%	O=C(OCc1cncs1)c1cccs1
·	?	CCO[C@H]1OC(C(=O)N2CCN(Cc3ccc4c(c3)OCO4)CC2)=C[C@@H](c2csc3ccccc23)[C@@H]1CCCO
·	?	CCCC(=O)NC(=S)Nc1ccc(NC(=O)c2cccs2)cc1
3.5	-22.4%	C=CCN1c2ccccc2C(=O)CS1(=O)=O

A few values from the entries so far.
In S3 lipid droplet, `CCOC(=O)c1c(S(=O)(=O)NCC2CCN(CCc3cccs3)CC2)c(C)n(C)c1C` has the entry -2.7%
In S3 lipid droplet, `O=C(OCc1cncs1)c1cccs1` has the entry 9.4%
In S3 lipid droplet cell count max, `CC(=O)Nc1ccc(S(=O)(=O)NC2CC2)cc1` has the entry -7.3

More results
S3 lipid droplet cell count max	S3 lipid droplet	SMILES
·	i	CN(C(=O)CSc1nnc(-c2ccccc2)o1)c1c(N)n(Cc2ccccc2)c(=O)[nH]c1=O
·	-7.8%	CN(CCCN1CCOCC1)C(=O)c1cc(COc2cccc(C(F)(F)F)c2)on1
·	?	CSC1=NCCN1C(=O)COc1ccccc1
·	?	CCOc1ccc(/C=C/C(O)=C2/C(=O)NC3(C)CC2c2ccccc2O3)cc1OC (stereo not given)
·	?	CCN1CCc2c(OCC(=O)N3N=C(c4cccs4)CC3c3ccc(F)cc3)cccc2C1=O (stereo not given)
·	?	Cc1ccc(C)c(NC(=S)c2ccccn2)c1
·	?	O=C(CC12CC3CC(CC(C3)C1)C2)NC(=S)NCc1ccco1
·	?	CCCCCCc1cc2cc(S(=O)(=O)c3ccc(Cl)cc3)c(=O)oc2cc1O
29.4	22.0%	CC(OC(=O)c1cc(Br)ccc1O)C(=O)NCc1ccc2c(c1)OCO2 (stereo not given)
13.1	8.5%	CC(=O)Nc1ccc(Sc2ncnc3scc(-c4ccccc4)c23)cc1
·	?	COc1ccc(C2CC(=O)C=C(NCC3CCCO3)C2)cc1 (stereo not given)
-11.1	18.2%	CN(CC(=O)Nc1c(Cl)cccc1Cl)C(=O)c1ccccc1-c1nc2ccccc2s1
8.1	i	C1=CC2CC1CC2CNCc1ccco1 (stereo not given)
·	?	CCOC(=O)C1CCCN(C(=O)c2ccccc2NC(C)=O)C1 (stereo not given)
-8.2	-19.6%	O=C(O)CSCc1ccc(C(=O)O)o1
-8.2	-9.2%	Cc1cc(C)cc(OCC(=O)NNC(=O)CCC(=O)NCc2ccccc2)c1
·	?	CCn1c(C)[n+](CCOCC[n+]2c(C)n(CC)c3cc(Cl)c(Cl)cc32)c2cc(Cl)c(Cl)cc21
-8.4	-6.4%	O=C(OCc1nc2ccccc2s1)c1cccc(N2C(=O)CCC2=O)c1
·	?	COc1ccccc1-c1nc(C#N)c(NCc2ccc(F)cc2)o1
·	?	CCc1cccc(C)c1NC(=O)CO/N=C(\N)CC(=O)NC1CCCCC1
·	?	CCC(C)(c1nnnn1-c1c(C)cccc1C)N(N=O)c1cccc(C(F)(F)F)c1 (stereo not given)
10.8	6.0%	CC(C)CCN1CCN(Cc2ccc3nsnc3c2)CC1CCO (stereo not given)
·	?	CCOc1cccc(C(=O)Nc2cc(-c3nn4c(C)nnc4s3)ccc2C)c1
·	?	COc1cc(NC(=S)Nc2ccc(S(=O)(=O)N3CCOCC3)cc2)cc(OC)c1OC
·	?	COC(=O)C1(Cc2cc(-c3ccc([N+](=O)[O-])cc3)no2)CCN(C(=O)OC(C)(C)C)CC1
-4.0	-11.7%	O=C(NCc1ccccc1Cl)c1cnccn1
·	?	CCOC(=O)c1ccc(NC(=S)N2CCC(C(N)=O)CC2)cc1
·	?	Cc1cc(Cl)ccc1NC(=O)COC(=O)c1c(C)noc1C
·	?	CCN1CCN(C(=O)CCc2nnc(CCc3ccc(OC)cc3)o2)[C@@H](C)C1=O
·	?	O=C(NC(=S)Nc1ccc2[nH]c(=O)[nH]c2c1)c1cccc(F)c1
17.6	-35.2%	COC(=O)c1cn(NC(=O)Cc2c(F)cccc2Cl)c(=O)c2ccccc12
·	?	O=C(Nc1cccc(-c2nnc(-c3ccccc3)o2)c1)c1ccc(Br)o1
·	?	CCOc1cc(CNCc2cccs2)cc(Br)c1OCC
-1.3	6.0%	Cn1c(=O)c2ncn(CC(=O)NCCC3=CCCCC3)c2n(C)c1=O
·	?	CCOc1ccc(C(=O)C2CCN(CC(=O)Nc3ccccc3N3CCOCC3)CC2)cc1
·	?	CC1(C)CC(=O)C2=C(C1)N(c1ccccc1)C(=O)CC2c1ccsc1 (stereo not given)
-20.9	-4.3%	CC(C)(C)C(=O)Nc1cccc(C(=O)Nc2cc(C(=O)O)cc(C(=O)O)c2)c1
-6.2	21.0%	CCCC(c1nnnn1CCOC)N1CCN(c2cccc(OC)c2)CC1 (stereo not given)
·	?	Cc1cccc(-n2nnnc2SCC(=O)Nc2cccc(S(N)(=O)=O)c2)c1
·	?	C=CCn1c(=N)c(C(=O)OC)cc2c(=O)n3cccc(C)c3nc21

Whole records, quoted from the list. Screens in order: S3 lipid droplet cell count max, S3 lipid droplet
Entry for Cn1c(=O)c2ncn(CC(=O)NCCC3=CCCCC3)c2n(C)c1=O → -1.3, 6.0%
Entry for C=CCn1c(=N)c(C(=O)OC)cc2c(=O)n3cccc(C)c3nc21 → ·, ?

Next records follow:
S3 lipid droplet cell count max	S3 lipid droplet	SMILES
2.1	0.5%	NC(=O)c1sc2nc3c(c(-c4ccccc4)c2c1N)CCC3
0.4	-4.4%	Cc1ccccc1OCCNc1cc(N2CCN(CCO)CC2)ccc1[N+](=O)[O-]
·	?	N#CC1=C2SCN(c3ccccc3)CN2C(=O)CC1c1c(Cl)cccc1Cl (stereo not given)
5.1	1.5%	Cc1ccc(OCC(=O)Nc2nnc(C3CCCO3)s2)c(Br)c1 (stereo not given)
·	?	CC1CCCCC1NC(=O)C1Cc2ccccc2CN1S(C)(=O)=O (stereo not given)
·	?	Cc1ccc(S(=O)(=O)N2[C@@H](c3ccccc3F)C(C(=O)O)=CC[C@H]2c2cccs2)cc1
·	?	CC(=O)OC1C(N2CCCCC2)c2c(ccc(/C=C/C(=O)N3CCCCC3)c2O)OC1(C)C (stereo not given)
·	?	O=C(CN1CCCCC1)N1c2ccccc2CCc2ccccc21
·	?	O=S(=O)(N/N=C/c1ccc(Cl)cc1)c1ccc(Cc2ncc(C(F)(F)F)cc2Cl)s1
-0.3	-0.3%	COc1cc2c(cc1OC)-c1cc(N3CCc4ccccc43)nc(=O)n1CC2
·	?	O=C1CN(C(=O)c2cccc(Br)c2)c2ccccc2N1
0.2	-15.9%	CCCC(=O)NC(Nc1ccccc1F)C(Cl)(Cl)Cl (stereo not given)
2.0	5.7%	COC(=O)c1cc(OC)c(OC)cc1NC(=O)Nc1cccc(C(C)=O)c1

Looked up by structure from the list above:
S3 lipid droplet cell count max	S3 lipid droplet	SMILES
·	?	O=S(=O)(N/N=C/c1ccc(Cl)cc1)c1ccc(Cc2ncc(C(F)(F)F)cc2Cl)s1
·	?	CC(=O)OC1C(N2CCCCC2)c2c(ccc(/C=C/C(=O)N3CCCCC3)c2O)OC1(C)C (stereo not given)
-0.3	-0.3%	COc1cc2c(cc1OC)-c1cc(N3CCc4ccccc43)nc(=O)n1CC2
0.4	-4.4%	Cc1ccccc1OCCNc1cc(N2CCN(CCO)CC2)ccc1[N+](=O)[O-]

Exported with values under each structure: part of the list above
The line under a structure holds: S3 lipid droplet cell count max, S3 lipid droplet
COc1ccc(-c2cc(-c3ccccc3)nc(N3CCCC3)n2)cc1OC
    -7.9, i
O=C(CC12CC3CC(CC(C3)C1)C2)NC(=S)NCc1ccco1
    ·, ?
O=C(CSc1nnnn1-c1ccccc1)NC(=O)NCc1ccco1
    ·, ?

An excerpt; rates above refer to the full screens.
